# Bioassay records: PubChem, several laboratories
# Myeloid diff MLP: myeloid differentiation induction | ER-HoxA9 myeloid progenitors, lysozyme-GFP differentiation, flow cytometry | actives 1% (n = 360,000) | calls only at 10 µM | AID 624256;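 active means normalized GFP-positive differentiation at or above the plate's own cutoff, the solvent-only control mean plus 3 SD; inconclusive means no clear call, values can overlap the other calls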;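 further: cells exposed to compound for four days before flow analysis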
# human PMI inhibition: inhibitors of human PMI, primary screen, biochemical, fluorescence intensity, coupled assay (AID 1209). purified PMI enzyme, coupled fluorescence intensity; higher % means a stronger effect. inhibition, % at 20 µM; hits with a dose series show IC50 in µM. actives 0.42% (n = 190,000);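 further: plate controls were DMSO vehicle for no effect and wells lacking substrate for full effect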
# TNAP activators: stimulation of alkaline phosphatase TNAP activity – biochemical, luminescent, no phosphate acceptor, uHTS, primary screen (AID 1001); one-dose activation fold at 20 µM; EC50 in µM for titrated hits; actives 0.03% (n = 200,000); purified TNAP, luminescent activation assay, no phosphate acceptor; higher activation fold means a stronger effect; in the data active means activation fold from about 3, or a potency from the dose series; inactive means the rest, 99 in 100 with activation fold below about 1.6; further: many of its hits are not listed in these tables
# PMI inhibition: MPI inhibition at elevated mannose 6-phosphate – biochemical, fluorescence intensity, high mannose 6-phosphate, primary screen (AID 1220); inhibition, % at 20 µM, or IC50 in µM where a hit was titrated; actives 0.66% (n = 190,000); recombinant PMI enzyme, coupled fluorescence intensity; higher % means a stronger effect
# P. falciparum M1AAP: malaria alanyl aminopeptidase activity blockers – biochemical, fluorogenic H-Leu-NHMec substrate, 1536-well (AID 1445). recombinant M1AAP, H-Leu-NHMec fluorogenic kinetic assay; higher % means a stronger effect. inhibition, % at 30 µM, or IC50 in µM where a hit was titrated. actives 0.42% (n = 220,000);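 active means primary inhibition above the hit cutoff, then over 50% inhibition at one or more dose response concentrations, cut at about 23% in these data, passing the limit was not always enough; inconclusive means conflicting primary data, or primary hits not chosen for dose response; inactive means low primary inhibition, or under 50% at every dose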;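 further: plate controls were DMSO full reaction for no effect and no enzyme background for full effect; strong numbers were not always called active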
# UTI89 phage lysis: protection from phage-mediated lysis, alamar blue read-out – E. coli UTI89, K1F phage, bacterial capsule biogenesis inhibitors (AID 488966) | actives 0.02% (n = 340,000) | E. coli UTI89 K1F phage lysis, alamar blue, 2 h; higher % means a stronger effect | one-dose inhibition, % at 100 µM; IC50 in µM for titrated hits;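 active means phage lysis inhibition, versus mean bacterial control, above a set limit; inconclusive means no clear call, values can overlap the other calls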;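 further: capsule biogenesis inhibitors block K1F phage lysis so surviving cells raise fluorescence; higher fluorescence means more inhibition of phage lysis; actives were called in the ten point dose series up to 300 µM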
# Hep lipid drop: hepatic lipid droplet formation modulation. AML12 mouse hepatocytes, oleate lipid droplets, BODIPY imaging. actives 0.4% (n = 240,000). inhibition, % at 6.5 µM;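 active means lipid droplet intensity inhibited by at least 50%, with more than 500 cells counted; inconclusive means wells with under 300 cells, treated as cytotoxic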
#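 Material – mouse AML12 hepatocyte cell line, fixed after treatment · Compound dosing – one dose, 6.5 µM compound · Times – compound with oleate, overnight · Measured by – Image-based BODIPY and DAPI two-channel analysis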
# WT yeast gro inh: growth inhibition of WT yeast, mitochondrial fusion screen. AID 1362. inhibition, % at 10 µM. actives 2.1% (n = 190,000). mitochondrial fusion phenotypic screen, WT strain; in the data active means inhibition above about 58%; tested in S. cerevisiae
# CSM14.1 death rescue: protection against thapsigargin-triggered cell killing – 384-well, CSM14.1, ATP luminescence, primary screen (AID 1222); CSM14.1 thapsigargin-induced death rescue, ATP luminescence; higher % means a stronger effect; one-dose cellular ATP content (survival), % at 20 µM; EC50 in µM for titrated hits; 190,000 tested, under 10 active;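 active means EC50 below 50 µM in the dose-response confirmation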;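 further: death triggered by thapsigargin at about 15 µM added after 2 h compound pretreatment; cell ATP read after overnight thapsigargin exposure of roughly 18 to 22 hours; normalized against plate controls of thapsigargin alone and 5% DMSO vehicle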
# WT yeast gro inh mutant strain: also measured in WT yeast gro inh; calls as there; inhibition, %; mitochondrial fusion phenotypic screen, mutant strain inhibition
# Hep lipid drop cells 6.5 µM: also measured in Hep lipid drop; calls as there; cell count; measured here: cell count, cytotoxicity flag;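 cells counted across two imaged fields per well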
# Myeloid diff MLP GFP+ MAC1+ %: second read-out of Myeloid diff MLP, no call of its own (marks repeat the call); GFP+ MAC1+ double positive, %; measured here: differentiation confirmed by MAC1 staining
# * marks the source's active call; other numbers are inactive results; i = inactive; u = inconclusive; x = not tested or not shown; [ ] = remark or other dose. Unless noted, no stated cut-off is given here; in the data, active means inhibition above about 50%; inactive means the rest. An unsorted share of the library; overall some 4.6% were active at least once.
SMILES,Myeloid diff MLP,Myeloid diff MLP GFP+ MAC1+ %,human PMI inhibition,TNAP activators,PMI inhibition,P. falciparum M1AAP,UTI89 phage lysis,Hep lipid drop,Hep lipid drop cells 6.5 µM,WT yeast gro inh,WT yeast gro inh mutant strain,CSM14.1 death rescue
Cc1ccc2c(c1)nnn2C1CCN(CC(=O)NCc2ccccc2F)CC1,x,x,3%,1.1,5%,-5%,0.6%,18,661,8,11,3.5%
O=C(O)/C=C/c1ccc(OCc2cccc(F)c2)cc1,i,0.0,-1%,1.1,6%,10%,0.4%,27,710,-22,-1,-1.5%
O=C(O)CCc1ccc(-c2cccs2)n1NC(=O)c1ccc(Cl)cc1Cl,i,1.0,8%,1,2%,11%,6.3%,12,788,11,14,-1.3%
CC(CNc1ccc([N+](=O)[O-])cc1)NC(=O)c1ccccc1Br (stereo unspecified),x,x,8%,1,5%,9%,-0.2%,-8,624,-12,-8,0.4%
CC1=CC(C)(C)N2C(=O)C3(C(C#N)=C(N)Oc4cc(O)ccc43)c3cccc1c32 (stereo unspecified),i,1.1,16%,1.1,15%,6%,-0.6%,-16,731,-12,-14,-2.1%
CCOP(=O)(OCC)C(Nc1ccccn1)c1ccccc1 (stereo unspecified),i,0.2,4%,1.1,-4%,3%,3.3%[50 µM],-23,709,10,-10,0.2%
O=C(CN(Cc1ccccc1)S(=O)(=O)c1ccc(Br)cc1)N/N=C/c1ccccc1C(=O)O,i,0.3,x,x,x,7%,0.6%[50 µM],4,725,x,x,x
COc1ccc(-n2c(=O)c3ccccc3n(CC(=O)NCc3ccco3)c2=O)cc1,i,0.3,12%,1,8%,8%,0.1%,19,698,-13,-5,22%
O=C(N/N=C/c1cccc(Cl)c1)C(c1ccncc1)N1CCOCC1 (stereo unspecified),i,0.5,x,x,x,-1%,1.1%,12,688,x,x,x
CCOc1ccc(CNC(=O)c2ccc(Sc3ccc(C)cc3)c(NC(C)=O)c2)cc1OC,i,0.5,8%,1,0%,2%,1.8%,17,702,5,-21,-0.1%
Cc1cc(C(=O)CSc2nc(N)cc(=O)[nH]2)c(C)n1-c1ccc(OC(F)F)cc1,i,0.1,-3%,1.1,-2%,7%,-0.1%,-11,683,-14,5,0.0%
S=C(NCc1ccco1)N/N=C/c1ccccc1Cl,i,0.5,3%,1.1,7%,11%,4.0%,-2,709,-7,-7,-0.9%
Cn1cc(/C=N/NC(=O)COc2ccccc2[N+](=O)[O-])c2ccccc21,i,0.0,7%,1,9%,8%,0.0%,-23,647,7,6,-3.0%
C=CCN1C(=O)CN=C1Nc1ccc(OC)cc1OC,i,1.4,-11%,1.2,13%,0%,7.5%,x,x,-18,-10,-1.1%
Cc1ccc(/C=N/c2sc3c(c2C(N)=O)CCCC3)o1,i,0.4,-22%,1.2,-16%,6%,-0.1%,-2,689,5,8,-0.3%
CC1(C)CC(=O)N(CC(=O)NC2CCCC2)c2ccccc2S1(=O)=O,i,2.3,4%,1.1,3%,2%,-1.7%,x,x,1,3,-0.3%
Cc1ccc(CN=c2c([N+](=O)[O-])nn(-c3ccc4c(c3)OCCO4)n2O)cc1,i,0.6,17%,1.1,11%,4%,0.2%,-4,617,10,7,-2.5%
O=C(CSc1nnc(-c2ccco2)o1)N1CCOCC1,i,0.6,21%,1.1,12%,5%,0.0%,-1,706,-4,5,-1.5%
O=C1CCCc2c1[nH]c1ccc(Cl)cc21,i,1.3,3%,1.1,7%,5%,-0.2%,-6,673,1,-3,18%
O=C(Nn1cnnc1)c1ccc([N+](=O)[O-])cc1,i,0.5,-3%,1.1,-2%,-2%,-0.3%,8,762,5,-4,-0.5%
COCCCn1c(C)csc1=Nc1cccnc1,i,0.6,10%,1,9%,5%,0.8%,39,812,-7,22,-1.1%
CCOC(=O)c1cnc2nc[nH]n2c1=O,i,2.6,-27%,1.1,-23%,3%,0.1%,0,759,4,-1,-2.4%
Cc1ccc(C(=O)c2ccccc2C(=O)OCC(=O)NCCc2ccc(Cl)cc2Cl)cc1,i,0.5,20%,1.1,8%,0%,4.5%,-47,648,31,-9,3.5%
CN(Cc1ccccc1)c1c([N+](=O)[O-])c(=O)n(C)c2ccccc12,i,0.5,x,x,x,0%,0.7%,-16,760,x,x,x
c1cc(-n2nnc3cnccc32)ccn1,i,0.2,x,x,x,11%,1.1%,14,701,x,x,x

# Three entries from above, sorted by their value in TNAP activators, ascending.
molecule | Myeloid diff MLP GFP+ MAC1+ % | human PMI inhibition | TNAP activators | PMI inhibition | P. falciparum M1AAP | WT yeast gro inh mutant strain
CCOc1ccc(CNC(=O)c2ccc(Sc3ccc(C)cc3)c(NC(C)=O)c2)cc1OC | 0.5 | 8% | 1 | 0% | 2% | -21
Cc1ccc(C(=O)c2ccccc2C(=O)OCC(=O)NCCc2ccc(Cl)cc2Cl)cc1 | 0.5 | 20% | 1.1 | 8% | 0% | -9
Cc1ccc(/C=N/c2sc3c(c2C(N)=O)CCCC3)o1 | 0.4 | -22% | 1.2 | -16% | 6% | 8

# Additional results follow:
SMILES,Myeloid diff MLP,Myeloid diff MLP GFP+ MAC1+ %,human PMI inhibition,TNAP activators,PMI inhibition,P. falciparum M1AAP,UTI89 phage lysis,Hep lipid drop,Hep lipid drop cells 6.5 µM,WT yeast gro inh,WT yeast gro inh mutant strain,CSM14.1 death rescue
O=C(OCc1ccc(Br)cc1)c1cccc(-c2nnc(-c3ccccc3)o2)c1,i,0.9,13%,1,7%,-1%,5.7%,1,678,-4,9,-1.2%
CSCC(=O)N1CCCC(CNC(=O)c2ccccc2Cl)C1 (stereo unspecified),i,0.5,-11%,1,-8%,4%,0.2%,4,712,3,0,0.3%
O=C(Nc1ccc(F)cc1)N1CCc2ccccc2C1,i,0.3,8%,1,1%,13%,-2.0%,-5,690,-12,-13,-1.5%
CCN(CCCNC(=O)c1[nH]c(C)c(C(C)=O)c1C)c1cccc(C)c1,i,0.7,9%,1.1,11%,-2%,2.4%,x,x,x,x,-0.7%
Cc1ccc(C(=O)Nc2cccc([N+](=O)[O-])c2)cc1S(=O)(=O)Nc1ccc(NC(=O)c2ccccc2)cc1,i,0.1,14%,1,21%,6%,12%,3,679,-11,-12,-1.2%
CC(=O)Nc1ccc2nc(SCC(=O)O)sc2c1,i,0.8,-23%,1,-20%,5%,0.9%,x,x,-11,-3,0.4%
CC(C)c1ccc(/C=C/C(=O)NNC(=O)c2cccnc2)cc1,i,2.0,-8%,1,0%,15%,i,x,x,-4,-8,-0.6%
COc1ccccc1CCNC(=O)CCn1c(=O)oc2ccccc21,i,4.4,9%,1,8%,10%,0.0%,8,631,-3,-3,-1.0%
CNc1ccccc1C(=O)OCC(=O)c1ccc(F)cc1,i,0.3,-36%,1.1,-41%,2%,0.8%,0,674,6,8,-1.5%
COC(=O)c1ccc(CNC(=O)COC(=O)C2CC3C=CC2C3)cc1 (stereo unspecified),i,0.3,-2%,1.1,-2%,8%,-1.4%,18,682,-7,-17,-2.0%
O=C1C=C(c2ccccc2)CC(c2cccs2)C1n1cnc([N+](=O)[O-])c1 (stereo unspecified),i,1.0,6%,1,22%,1%,-0.1%,x,x,15,19,-1.4%
OCCC1CN(Cc2nc(-c3ccccc3)cs2)CCN1CCc1ccccc1 (stereo unspecified),i,0.2,7%,1.1,0%,8%,-0.3%,-4,599,36,46,0.8%
COC(=O)c1ccc(/C=N/Nc2nc(-c3ccc(Cl)cc3Cl)cs2)cc1,x,x,-14%,1,-8%,3%,x,16,708,0,2,1.0%
Oc1ccc(N2CCN(C(c3cccs3)c3nnnn3CCc3ccccc3)CC2)cc1 (stereo unspecified),i,0.3,24%,1,26%,12%,3.2%,8,613,2,10,-1.9%
C=CCn1c(SCC(=O)NC2CCCCC2)nnc1C(C)NC(=O)c1cccs1 (stereo unspecified),i,5.4,15%,1.1,13%,4%,1.4%,-9,669,16,15,0.5%
C#CCOCCOCCOCCNc1nc(N2CCOCC2)nc(N2CCN(C(=O)Cn3cc(CC(C)O)nn3)CC2)n1 (stereo unspecified),i,1.0,-23%,1.1,-20%,6%,0.7%,-24,661,-7,-7,-5.0%
O=C(CCSc1ccccc1)Nc1ncccn1,i,5.6,2%,1,7%,0%,3.1%,-2,533,-5,22,-0.8%
OC(c1nnc(-c2ccccc2)o1)c1cccs1 (stereo unspecified),i,0.9,-11%,1.1,-8%,3%,-0.2%,17,773,-16,6,0.6%
CC(Sc1ccccc1)C(=O)N(CCC#N)Cc1cccnc1 (stereo unspecified),i,0.1,-5%,1.2,-4%,2%,0.2%,14,718,-1,1,-1.7%
CCOc1cc(/C=C2\C(=O)N(c3ccc(C(N)=O)cc3)N=C2C)ccc1OC(=O)c1cccs1,i,1.1,60%*,1.1,61%*,u,-0.2%,x,x,7,11,-1.4%
COc1ccc(NS(=O)(=O)c2cccc3nsnc23)cc1OC,i,7.4,-9%,1,-5%,11%,0.1%,x,x,-18,18,3.7%
COc1ccc(N2C(=O)CC(N3CCN(C4CCc5ccccc5C4)CC3)C2=O)cc1 (stereo unspecified),i,2.1,9%,1.1,12%,-7%,0.2%,12,712,-2,-20,x
COc1cccc(C(c2sc3nc(C)nn3c2O)N2CCN(c3ccccc3F)CC2)c1 (stereo unspecified),i,3.5,2%,1.1,-2%,1%,5.5%,-4,747,5,-4,-0.7%
O=C(NC1CC1)C1=C[C@@H](c2ccc3c(c2)OCO3)C[C@@H](OCCCCO)O1,i,2.6,x,x,x,1%,0.8%,-3,715,x,x,x
CCOC(=O)C1CCN(C(=O)c2ccccc2NS(=O)(=O)c2cc(C)ccc2C)CC1,i,0.3,8%,1.1,-1%,2%,-0.6%,-13,599,-2,3,1.6%
Cc1cccc(-c2ccc(C=Nc3c(C)n(C)n(-c4ccccc4)c3=O)o2)c1,i,1.0,0%,1.1,3%,22%,1.3%,x,x,-14,-6,-2.8%
Cc1ccc2nc(-c3cccc(NC(=O)c4ccc5c(c4)OCCO5)c3)oc2c1,i,1.5,6%,1.1,4%,-4%,0.4%,x,x,21,-1,-0.6%
Cc1ccc(C2NC(=O)NC(O)(C(F)(F)F)C2C(=O)c2ccccc2)o1 (stereo unspecified),i,4.1,-21%,1.1,-20%,0%,1.1%,2,757,-13,-8,-2.5%
